# Assay outcomes: PubChem, several laboratories
# V-ATPase pH = regulators of yeast V-ATPase proton pumping, primary screen, pHLuorin cytosolic pH fluorescence. S. cerevisiae. response, % at 10 µM. 350,000 compounds, 0.37% hits. AID 504577, 2011; in the data active = response mostly above about 7.3%, no sharp cut-off; inactive = mostly below about 5.4%; also: actives read high; inactives centre near 0; some compounds called inactive have numbers as strong as hits; reference of the scale not given here
# PvdQ acylase = P. aeruginosa PvdQ acylase inhibitors, primary screen, biochemical, fluorescence, plate reader and imaging, single point | inhibition, % at 10 µM | 340,000 compounds, 0.063% hits | AID 488965, 2010 | purified PvdQ acylase | PvdQ acylase [Pseudomonas aeruginosa LESB58]; in the data active = inhibition above about 30%, passing the limit was not always enough; inconclusive = no clear call, values can overlap the other calls;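 also: 0% = vehicle neutral wells and 100% = reference inhibitor wells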
# Wnt bcat act = Wnt/beta-catenin pathway activators, primary screen, cell-based, plate reader, single point; 300,000 compounds, 1.2% hits; Wnt/beta-catenin reporter cell assay, activator; activation, % at 9.35 µM; in the data active = activation above about 30%, passing the limit was not always enough; inconclusive = no clear call, values can overlap the other calls;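 also: 0% = neutral control wells and 100% = positive control wells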
# CDK5 inh = inhibitors of human CDK5/p35 kinase, primary screen, biochemical, single concentration | Cyclin-dependent kinase 5 (Homo sapiens) + Cyclin-dependent kinase 5 activator 1 (Homo … | Recombinant CDK5/p35, ADP-Glo luminescence, 60 min | inhibition, % at 10 µM | 330,000 compounds, 0.01% hits | AID 488839, 2010;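 active = highest replicate inhibition of at least 50% and at least 75% of replicates reaching 50%; inconclusive = only one of the two criteria met; inactive = both criteria failed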;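 also: plate controls were DMSO neutral control for no effect and GW8510 at 10 µM for full effect; many of its hits are not listed in these tables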
# HTR5A ag ctr = HTR5A agonists in luminescence cell assay, primary screen, counter-screen for OPRM1-OPRD1 heterodimer agonist project, full-deck HTS | cell-based | activation, % at 9.3 µM | 340,000 compounds, 0.61% hits | AID 504692, 2011; in the data active = activation mostly above about 9.5%, no sharp cut-off; inactive = mostly below about 7.6%;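 also: 0% = cells with vehicle only and 100% = reference agonist; strong numbers were not always called active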
# Target sequence (P47898 whole entry, looked up): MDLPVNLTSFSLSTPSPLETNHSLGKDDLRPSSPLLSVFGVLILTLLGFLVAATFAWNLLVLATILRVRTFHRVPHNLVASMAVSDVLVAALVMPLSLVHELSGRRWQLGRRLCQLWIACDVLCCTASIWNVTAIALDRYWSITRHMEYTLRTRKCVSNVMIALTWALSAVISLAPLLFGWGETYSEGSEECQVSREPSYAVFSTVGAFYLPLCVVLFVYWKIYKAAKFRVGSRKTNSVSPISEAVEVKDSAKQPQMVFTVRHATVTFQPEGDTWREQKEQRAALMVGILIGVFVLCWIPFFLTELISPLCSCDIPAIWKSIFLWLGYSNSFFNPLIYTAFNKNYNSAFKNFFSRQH
# SR-BI HDL uptake = inhibitors of SR-BI mediated HDL lipid uptake, primary screen, ldlA[mSR-BI] cells, fluorescence, single point; ldlA[mSR-BI] CHO cells, DiI-HDL uptake fluorescence, 3 h; inhibition, % at 12.5 µM; 320,000 compounds, 0.96% hits;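 active = mean replicate inhibition of at least 70% and a set share of replicates each scoring 70 or more; inconclusive = meets just one of the two criteria; inactive = fails both criteria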;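 also: 0% = median of neutral control wells and 100% = median of positive control wells; values of inactives mirror those of a sister screen read the other way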
# Target sequence (Q61009 whole entry, looked up): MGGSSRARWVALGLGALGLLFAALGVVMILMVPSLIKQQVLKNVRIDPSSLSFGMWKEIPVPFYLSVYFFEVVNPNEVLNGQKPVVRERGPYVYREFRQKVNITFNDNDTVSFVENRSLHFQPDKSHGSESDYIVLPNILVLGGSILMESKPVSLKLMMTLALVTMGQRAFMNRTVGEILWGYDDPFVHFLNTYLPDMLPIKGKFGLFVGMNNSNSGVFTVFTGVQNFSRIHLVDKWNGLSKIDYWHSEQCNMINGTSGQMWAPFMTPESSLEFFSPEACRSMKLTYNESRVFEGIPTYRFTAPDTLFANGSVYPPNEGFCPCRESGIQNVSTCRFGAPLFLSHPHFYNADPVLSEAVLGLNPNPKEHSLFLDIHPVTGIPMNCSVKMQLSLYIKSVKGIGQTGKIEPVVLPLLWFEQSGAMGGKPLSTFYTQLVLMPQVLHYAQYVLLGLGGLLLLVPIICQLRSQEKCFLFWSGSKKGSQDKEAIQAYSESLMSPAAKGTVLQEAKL
# MITF act = activators of MITF-driven TRPM1 promoter reporter, primary screen, cell-based, SK-MEL-5, luciferase, single point | 300,000 compounds, 0.75% hits | activation, % at 12.5 µM | SK-MEL-5 TRPM1-promoter luciferase, 24 h; % of positive control, neutral wells = 0;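 active = mean activation of at least 80% with every replicate also reaching 80%; inconclusive = mean reaches 80% but some replicate falls short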;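 also: 0% = neutral control wells and 100% = parthenolide positive control wells; values of inactives mirror those of a sister screen read the other way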
# HTR5A inv ctr = HTR5A inverse agonists in luminescence cell assay, primary screen, counter-screen for OPRM1-OPRD1 heterodimer inverse agonist project, full-deck HTS. 5-hydroxytryptamine receptor 5A (Homo sapiens), P47898. HTR5A cell line, inverse agonism. inhibition, % at 9.3 µM. 340,000 compounds, 0.083% hits. AID 504634, 2011; in the data active = inhibition mostly above about 23%, no sharp cut-off; inactive = mostly below about 18%;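 also: 0% = cells with DMSO and 100% = no-cell wells with DMSO; some compounds called inactive have numbers as strong as hits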
# NSD2 HMT inh = NSD2 histone methyltransferase inhibitors, primary screen, biochemical, AlphaScreen, single concentration, set 2; Histone-lysine N-methyltransferase NSD2 (Homo sapiens), O96028; NSD2 peptide methylation, 120 min; inhibition, % at 12.5 µM; 310,000 compounds, 0.54% hits; AID 743445, 2014; in the data active = inhibition above about 50%
# dFosB act = activators of delta FosB homodimer, primary screen, biochemical, fluorescence polarization, TAMRA-CDK5 oligo, single point; 340,000 compounds, 0.99% hits; Protein FosB (Mus musculus), P13346; purified delta FosB; percent of positive-control signal above neutral wells; activation, % at 25 µM; AID 493131, 2011;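 active = mean activation above about 17%, with every replicate also reaching it, limit read from the data, passing the limit was not always enough; inconclusive = only one of the two conditions met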;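 also: fluorescence polarization rise as delta FosB binds a TAMRA Cdk5 AP-1 oligo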
# * hit, by the source's call; ? = inconclusive; / = not tested or not shown.
SMILES,V-ATPase pH,PvdQ acylase,Wnt bcat act,CDK5 inh,HTR5A ag ctr,SR-BI HDL uptake,MITF act,HTR5A inv ctr,NSD2 HMT inh,dFosB act
[O-]C1=N/[N+](=C/c2ccc(Cl)cc2)CC1,-1.9,-10.3,/,-0.2,-6.2,-14.4,10.0,17.3,-0.7,4.1
Cc1cccc(C(=O)N/C(=C\c2ccc(C)o2)C(=O)O)c1,3.8,-16.2,12.9,0.8,1.8,-22.9,-10.6,-5.2,3.2,1.2
CCN1CCN(C(=O)/C=C/c2ccc(OC)c(OC)c2)CC1,1.1,1.3,0.6,-1.6,0.2,-4.6,6.2,-24.5,7.5,0.7
COC(=O)c1ccc(C2NC(=O)c3ccccc3O2)cc1 (stereo not drawn),-1.2,-7.5,1.8,0.8,-0.5,-11.0,-3.6,1.8,-0.5,-2.7
COc1cc(NC(=O)CSc2nc(C)c(C)c(C)n2)c(C)cc1[N+](=O)[O-],3.2,-1.5,2.4,3.2,-1.1,15.7,-3.4,6.1,-2.1,1.1
CCc1cc2c(=O)c(Oc3ccccc3)c(C)oc2cc1O,1.8,-3.9,/,0.8,-1.4,0.8,/,4.4,-1.1,-6.4
O=C(O)CCCCCNc1nc2ncn(Cc3ccccc3)c2c(=O)[nH]1,6.2,-5.8,3.8,-0.1,6.8,-33.2,-10.7,-17.6,1.0,5.8
CC(=O)c1ccc(N2CCN(C(=O)c3cc4c(-c5ccccc5F)nn(C)c4s3)CC2)cc1,3.9,9.7,-2.9,1.2,1.9,12.7,/,3.0,/,1.6
CCN(Cc1ccccc1)C(=O)c1oc2ccc(S(=O)(=O)N3CCOCC3)cc2c1C,-4.2,-13.0,-3.6,/,-3.2,-16.9,0.2,12.1,-3.3,-4.2
C=CCNC(=O)N1CCCC(C(=O)c2cccc(Cl)c2)C1 (stereo not drawn),-4.2,-13.1,1.0,1.1,2.8,-6.3,-4.4,-7.8,-2.6,-4.0
Cc1ccc(S(=O)(=O)NC(=O)c2ccccc2C)cc1,-1.1,-1.1,0.8,-1.4,4.0,-24.3,5.7,-10.1,-1.2,-1.1
COc1ccc(C(=O)Nc2ccccc2C(=O)N/N=C/c2ccccn2)cc1OC,0.8,-10.6,8.6,0.6,/,59.3,/,/,1.8,7.8
Cc1ccc(C2CC(C(F)(F)F)n3nc(C(=O)NCc4ccco4)cc3N2)cc1 (stereo not drawn),-2.5,9.9,/,-2.7,-2.1,11.6,0.9,4.9,22.4,-11.4
CN(C)C(CNC(=O)Nc1cccc(Cl)c1)c1cccnc1 (stereo not drawn),1.7,-16.6,0.3,-0.5,4.8,2.2,8.2,-4.1,0.1,3.1
CCC(C)n1nnc2c(=O)oc3ccccc3c21 (stereo not drawn),1.6,-0.4,-0.8,-0.8,1.7,-14.4,-4.5,3.7,0.0,-3.7
O=C(CSc1nc(C2CCCCC2)n(-c2ccccc2)n1)NCCN1C(=O)CSC1=O,-4.8,-17.9,-1.7,0.5,-1.8,0.8,-2.1,-13.2,-3.6,-2.5
O=Cc1cn(CC(=O)N2CCCc3ccccc32)c2ccccc12,-2.7,-8.7,/,-0.3,2.7,-4.1,-11.8,19.1,-2.3,-14.1
N/C(=N\OC(=O)CCC1CCCC1)c1ccccn1,-1.4,-3.2,52.1*,5.8,6.5,-17.6,32.6,-14.4,-1.8,-5.9
CCOc1ccccc1OCCCC(=O)N1CCN(S(=O)(=O)c2ccc(C)cc2C)CC1,-2.5,-1.9,-5.2,0.8,-5.1,40.3,5.2,12.5,-1.1,-10.2
COc1ccc(N(C)S(=O)(=O)c2cccc(C(=O)N3CCN(Cc4ccc5c(c4)OCO5)CC3)c2)cc1,12.3,-4.3,-0.9,-0.1,0.8,56.9,-15.3,-8.4,2.7,-2.7
CC1(C)C(=O)Nc2ccccc2N1C(=O)COC(=O)c1cccnc1,-2.5,7.7,-5.7,0.7,-3.9,-20.8,9.3,10.8,0.6,-9.3
O=C(CN(Cc1ccccc1)S(=O)(=O)c1ccccc1)N/N=C/c1ccc([N+](=O)[O-])cc1,-1.1,-4.6,/,-2.8,3.0,41.6,-13.8,-6.0,0.3,2.7
OCCC1CN(Cc2ccc(F)cc2Cl)CCN1CCc1ccccc1 (stereo not drawn),1.0,4.4,-0.2,1.4,1.3,13.6,8.1,-3.7,4.0,-0.4
CC(=O)c1cccc(NC(=O)COC(=O)[C@@H](NC(=O)OCc2ccccc2)C(C)C)c1,-1.0,-10.9,/,-0.3,1.3,-14.0,-0.6,-3.5,-2.8,-9.9
CC(C)(C)NC(=O)COC(=O)CCC(=O)c1cccs1,-0.6,-7.4,-1.7,-9.1,-0.5,-23.4,-7.0,1.4,-1.4,3.9
CCCc1nc2cc(Cl)c([N+](=O)[O-])cc2o1,2.0,-12.9,-9.4,0.7,-1.3,-8.2,6.1,30.9,0.9,-2.8
Cc1nc(SCC#N)c2c3c(sc2n1)CCC3,-0.8,-7.6,-2.4,-0.3,2.9,/,3.7,-7.3,-0.1,-4.7
C=CCNC(=O)C(C)Sc1ccc(Cl)cc1 (stereo not drawn),-2.4,4.9,/,-0.4,-0.6,-29.4,7.4,14.5,-1.8,-1.0
COc1ccc(C)cc1N(CC(=O)NCCN1CCOCC1)S(=O)(=O)c1ccccc1,0.4,-8.4,-0.2,0.4,1.3,-9.3,5.0,-15.8,1.3,-9.3
O=C(Oc1ccc(-c2ccccc2)cc1)N1CCOCC1,0.3,-4.5,/,-0.1,5.3,-2.8,86.3*,-7.4,-7.0,-5.2
CCOC(=O)C1=CN(Cc2cccc(Br)c2)S(=O)(=O)NC1C (stereo not drawn),-2.9,-5.3,-2.7,-3.0,1.7,-4.7,8.2,-5.8,/,-4.4
CC(CNc1nc2ccccc2n2cnnc12)c1ccccc1 (stereo not drawn),5.9,-8.9,0.2,-0.2,1.5,2.6,-10.4,-5.9,-1.0,-20.7
O=C(NCCc1ccc(Cl)cc1)C1CCN(C(=O)c2sccc2-n2cccc2)CC1,0.5,-5.6,-2.4,0.0,7.0,55.9,-1.1,-19.3,5.0,3.4
COc1ccc(N=Nc2ccc(N)nc2N)cc1,1.3,11.6,40.7*,2.4,-2.9,10.1,67.2,10.6,11.0,10.0
O=[N+]([O-])c1ccc(CN2CCSCC2)cc1,6.4,11.5,-2.1,0.6,-0.8,12.9,-4.6,8.1,0.5,1.0
CCN(CC)C(=O)CN(c1cccc(OC)c1)S(=O)(=O)c1ccc(C)cc1,-3.1,5.8,4.4,-0.9,-2.9,-22.8,-2.2,-2.4,1.6,-1.0
Cc1cc(Oc2ccc(C(C)(C)C)cc2)nc(N2CCOCC2)n1,-0.1,-2.1,3.6,0.2,-1.2,-54.7,13.9,2.6,-5.7,-3.4
Cc1cccc(OCCCn2c(=O)oc3ccccc32)c1,-3.1,-4.2,15.2,-0.3,1.0,/,70.4,6.3,-4.8,-6.0
Cc1ccc(S(=O)(=O)N2CCC(C(=O)NCCCN3CCOCC3)CC2)cc1C,-4.0,-6.2,-4.0,1.0,2.3,-7.3,-1.2,3.6,-1.0,-4.1
O=C(c1ccc(CS(=O)(=O)c2ccc(Br)cc2)o1)N1CCN(C2CCCCC2)CC1,-2.8,-23.8,-2.9,-0.7,0.5,-27.4,-7.5,-1.5,/,-4.8
Cc1cc(Br)ccc1NC(=O)CNC(=O)c1cnn(C)c1,-2.5,-15.3,-3.0,2.6,14.6,-19.4,-4.0,-40.5,-0.3,-4.3
O=C1OC(=O)c2c(Br)c(Br)c(Br)c(Br)c21,1.0,-19.4,0.2,0.1,0.7,3.3,-6.4,-2.9,/,5.4
CC1(C)Oc2ccccc2OC1(O)c1ccc2ccccc2n1 (stereo not drawn),0.3,-4.6,/,-1.2,-3.0,-22.0,14.7,12.2,-2.4,-2.8
Cc1ccc(N(Cc2cc3ccc(C)cc3[nH]c2=O)S(C)(=O)=O)c(C)c1,0.2,3.5,2.1,-0.2,-0.9,-23.6,6.0,2.4,/,-8.0
Cn1c(N)c(C(=O)COC(=O)CCCN2C(=O)c3ccccc3C2=O)c(=O)n(C)c1=O,-5.8,1.6,-2.4,-0.6,-2.9,-24.1,-4.9,8.0,-1.3,-2.4
Cc1ccc2nc(NC(=O)c3ccc(NS(=O)(=O)c4cccs4)cc3)sc2c1,4.2,7.4,7.6,0.7,3.1,30.0,-7.1,8.9,-1.5,?
CC(C)[C@H](NC(=O)Nc1ccccc1F)C(=O)O,0.2,-2.5,/,0.3,-5.0,-19.0,7.7,12.6,8.4,5.3
COc1ccc(CNC(=O)CCc2ccc(S(=O)(=O)N3CCCCCC3)cc2)cc1OC,-5.2,-12.4,3.4,1.5,5.0,2.9,6.8,-11.3,-2.2,-17.8
COc1cc2cc(C(=O)N3CCN(Cc4ccc5c(c4)OCO5)CC3)[nH]c2cc1OC,-4.3,-4.5,-0.4,-1.3,-0.9,4.0,1.7,-1.4,12.3,-16.9
Cc1oc(=O)c(NC(=O)c2ccccc2)cc1C(N)=O,2.0,-5.3,-1.9,0.7,/,-16.1,0.1,/,-1.6,-4.2
Cc1ccc(-n2c(C(C)C)nc3oc4ccccc4c(=O)c3c2=O)cc1,4.9,0.2,65.3*,0.8,-0.1,-13.8,44.1,8.0,-0.7,0.5
COc1ccc(N2CCN(C(=O)NCc3ccc(OC)c(Cl)c3)CC2)cc1,7.8,-20.4,0.1,0.5,-3.4,15.3,-1.8,9.3,-2.8,-6.4
CCCn1nnc(NC(=O)c2ccco2)n1,2.7,5.6,3.8,1.3,3.3,-18.6,12.9,18.3,/,-0.7
Fc1cc(F)c(C2SCCN2C(=S)Nc2cccc(C(F)(F)F)c2)c(F)c1 (stereo not drawn),-2.8,-14.1,5.6,-5.4,-2.2,41.9,/,-25.0,-1.0,-1.2
O=C1C=C(c2c(O)ccc3ccccc23)c2ccccc2C1=O,4.8,-9.2,-5.8,-0.3,10.0,56.2,-55.8,-39.0,112.1*,-6.0
CC1(C)OC2CCN3C(C(O)COS3(=O)=O)C2O1 (stereo not drawn),-0.8,2.8,-1.9,0.1,0.0,-11.4,-4.6,0.1,/,-1.7
